# 5HT1E antag: 5-HT1E receptor antagonists, primary screen, cell-based, HTS; CHO 5-HT1E Ga15 NFAT-bla reporter, FRET, antagonist; inhibition, % at 6 µM; hit rate 0.99% among 65,000;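 active means inhibition above a set limit, the mean inhibition across every tested compound plus 3 SD, cut at about 29% in these data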;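 further: signal is the 460 over 535 nm emission ratio of beta-lactamase substrate; 0% = agonist plus DMSO wells and 100% = wells without agonist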
# S1P3 agonist: human S1P3 receptor agonists, primary screen, cell-based, primary and confirmation, NFAT-BLA reporter; activation, % at 4.5 µM; AID 373, 2006; hit rate 0.1% among 60,000; S1P3 NFAT-BLA reporter cells, agonism, FRET ratio; relative to 1 µM S1P, basal subtracted;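 active means activation above the screen-wide mean plus 3 SD, cut at about 4.5% in these data, passing the limit was not always enough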; further: some compounds called inactive have numbers as strong as hits
#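 Measure – % activation relative to 1 µM S1P (100%), per plate · System – stable CHO line with human S1P3, Gα16, NFAT-BLA reporter · Timing – cells plated overnight, compound 4 h 37 °C, substrate 2 h RT · Technique – fluorescent BLA substrate, ex 405 nm, em 460/535 nm ratio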
# Her2 expr inh: inhibitors of Her2 protein expression, primary screen, SKBR-3 cells, AlphaScreen, 66K library | Receptor tyrosine-protein kinase erbB-2 (Homo sapiens), P04626 | SKBR-3 HER2 protein level, 18-24 h; stronger effect = lower value | HER2 level % of control, % at 10 µM | hit rate 0.69% among 65,000 | AID 645, 2007;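 active means HER2 level under 5% of the carrier-only control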;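 further: 100% = DMSO carrier and 0% = 500 nM PU-H71 HSP90 inhibitor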
# Target sequence (P04626 whole entry, looked up): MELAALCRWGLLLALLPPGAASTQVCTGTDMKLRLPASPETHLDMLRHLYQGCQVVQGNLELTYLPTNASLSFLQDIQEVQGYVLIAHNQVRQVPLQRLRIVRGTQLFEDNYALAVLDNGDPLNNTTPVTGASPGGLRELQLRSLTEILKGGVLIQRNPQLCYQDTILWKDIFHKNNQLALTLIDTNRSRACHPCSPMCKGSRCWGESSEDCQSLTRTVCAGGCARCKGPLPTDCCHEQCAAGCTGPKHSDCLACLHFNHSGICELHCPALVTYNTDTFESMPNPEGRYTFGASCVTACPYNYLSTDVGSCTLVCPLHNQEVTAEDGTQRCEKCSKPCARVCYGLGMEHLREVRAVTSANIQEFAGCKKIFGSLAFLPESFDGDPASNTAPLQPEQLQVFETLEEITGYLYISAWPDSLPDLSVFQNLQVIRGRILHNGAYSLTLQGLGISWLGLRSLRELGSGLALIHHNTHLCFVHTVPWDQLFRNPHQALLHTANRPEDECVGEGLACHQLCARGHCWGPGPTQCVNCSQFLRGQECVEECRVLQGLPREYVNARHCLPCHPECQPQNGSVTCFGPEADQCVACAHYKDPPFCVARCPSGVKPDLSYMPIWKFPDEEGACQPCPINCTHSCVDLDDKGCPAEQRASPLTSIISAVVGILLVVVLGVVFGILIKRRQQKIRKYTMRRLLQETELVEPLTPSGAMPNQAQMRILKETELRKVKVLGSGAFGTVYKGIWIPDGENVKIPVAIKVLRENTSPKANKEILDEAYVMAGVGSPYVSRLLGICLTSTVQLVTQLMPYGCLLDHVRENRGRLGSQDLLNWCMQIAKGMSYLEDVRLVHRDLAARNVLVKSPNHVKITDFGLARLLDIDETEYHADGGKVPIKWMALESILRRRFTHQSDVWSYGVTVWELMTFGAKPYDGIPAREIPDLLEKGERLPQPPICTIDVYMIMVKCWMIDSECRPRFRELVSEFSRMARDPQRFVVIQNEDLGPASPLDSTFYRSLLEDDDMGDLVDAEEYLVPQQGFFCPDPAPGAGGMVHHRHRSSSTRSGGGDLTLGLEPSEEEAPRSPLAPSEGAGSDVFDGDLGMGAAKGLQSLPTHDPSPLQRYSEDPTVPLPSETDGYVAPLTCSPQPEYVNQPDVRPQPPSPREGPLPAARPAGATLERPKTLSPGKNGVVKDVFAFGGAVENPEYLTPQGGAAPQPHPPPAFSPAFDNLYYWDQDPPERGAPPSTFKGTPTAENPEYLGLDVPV
# M1 agonist: M1 muscarinic receptor agonists, primary screen, CHO-M1 cells, Fluo-4 calcium, agonist mode; Muscarinic acetylcholine receptor M1; Fluo-4 calcium fluorescence; stronger effect = higher value; B-score at 10 µM; hit rate 3% among 64,000; AID 626, 2007;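 active means fluorescence rise, raw or as B-score row- and column-corrected plate score, outside the 99.7% band of its plate's samples, either direction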
# S1P1 ag-PAM: S1P1 agonists and agonism potentiators, primary screen, cell-based, primary and confirmation screens, CRE-bla reporter | activation, % at 9.5 µM | S1P1 CRE-bla cells, forskolin, beta-lactamase FRET, potentiator mode; S1P1 agonist co-added at EC20, 2 nM; 100% = saturating reference agonist, 0% = basal | Sphingosine 1-phosphate receptor 1 (Homo sapiens), P21453 | hit rate 0.57% among 56,000 | AID 449, 2006;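 active means activation above a cutoff set at the mean activation of all tested compounds plus 3 SD, cut at about 54% in these data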;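 further: forskolin at 4 µM as EC80 and the EC20 agonist is SEW2871; 100% = SEW2871 at its EC100 plus forskolin at EC80; some compounds past the cut are filed as inactive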
# Jurkat tox 60K: cytotoxicity toward Jurkat T cells, primary screen, cytotoxicity control, cell-based, Jurkat E6.1, 60K MLSMR library. Jurkat E6.1 viability, ATP luminescence, 48 h. inhibition, % at 4 µM. hit rate 1.2% among 56,000. AID 463, 2006;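 active means inhibition above the mean inhibition of all tested compounds plus 3 SD, cut at about 28% in these data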
# M1 antagonist: antagonists of rat M1 muscarinic receptor | hit rate 3.4% among 64,000 | Muscarinic acetylcholine receptor M1 (Rattus norvegicus), P08482 | CHO-M1 cells, Fluo-4 calcium, ACh EC80 antagonist mode; stronger effect = lower value | B-score at 10 µM | AID 628, 2007;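 active means calcium fluorescence response, raw or row-and-column corrected B-score, differing from the plate sample mean either way at a set confidence level, mostly lower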
# HTR1E agonist: 5-HT1E receptor agonists, primary screen, cell-based, HTS; 5-hydroxytryptamine receptor 1E (Homo sapiens), P28566; CHO 5-HT1E Ga15 NFAT-bla reporter, FRET; 0% DMSO wells, 100% control agonist wells; activation, % at 6 µM; hit rate 0.69% among 65,000;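 active means activation above a set limit, the screen-wide mean activation plus 3 SD, cut at about 8.5% in these data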;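 further: 100% = positive control agonist at 1 µM giving full maximal response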
# HEK293 NFkB inh: inhibitors of PMA/ionomycin-induced NF-kB reporter, primary screen, antigen receptor NF-kB inhibitor project, cell-based, HEK-293 luciferase reporter, luminescence; HEK-293 NF-kB luciferase reporter; inhibition, % at 3 µM; hit rate 0.21% among 62,000;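 active means inhibition above the mean of all tested compounds plus 3 SD, cut at about 40% in these data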;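 further: 0% = stimulated DMSO wells and 100% = 10 µM reference inhibitor 5653914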
#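 System – HEK-293 cells with stable firefly luciferase reporter driven by four HIV NF-kB elements · Doses – one dose, 3 µM · Schedule – 1 h compound pre-incubation, 16 h PMA/ionomycin at 37 °C · Technique – luminescence from luciferase substrate reagent · Measure – percent inhibition normalized per plate to DMSO and reference-inhibitor controls · Replicates – tested once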
# * = called active by the depositor; . = not tested or not shown.
SMILES,5HT1E antag,S1P3 agonist,Her2 expr inh,M1 agonist,S1P1 ag-PAM,Jurkat tox 60K,M1 antagonist,HTR1E agonist,HEK293 NFkB inh
O=C(Nc1ccc(N2C(=O)C3C4C=CC(C4)C3C2=O)cc1)Nc1cccnc1 (centres undefined),-3,-0.7,87,-0.12,-21,-3,0.74,-1.3,16
CCCC(=O)N1CCN(C2=NS(=O)(=O)c3ccccc32)CC1,8,-1.3,102,0.91,14,3,0.25,-0.2,7
Cn1c(=O)c2c(SCC(=O)NCC3CCCO3)nc(-c3cccs3)nc2n(C)c1=O (centres undefined),3,5.6,107,-0.27,-21,10,0.87,0.1,8
CN1CCN(C(=O)c2c(NC(=O)c3ccco3)sc3c2CCC(C(C)(C)C)C3)CC1 (centres undefined),0,.,81,1.6,.,.,0.97,0.4,12
CCOc1ccccc1NC(=O)CN(C)S(=O)(=O)c1ccc(OC)c(C)c1,-2,-0.5,83,1.8,.,12,0.42,-0.1,9
CCO/C(C)=N/n1c2nc3ccccc3nc2c2c(=O)n(C3CCCC3)c(C)nc21,8,-1.2,100,9.4*,-2,4,-0.5,0.7,15
c1ccc(Cn2nnnc2C(c2cccs2)N2CCCCCC2)cc1 (centres undefined),7,0.3,121,.,17,0,.,-0.9,8
O=C(CSc1nnc(-c2cccs2)o1)N1CCCCC1,4,6.0,102,0.21,-21,2,0.065,0.6,-11
Cc1ccc(S(=O)(=O)c2nc(N3CCOCC3)sc2Cl)cc1,1,.,64,-0.11,.,.,-0.22,-0.5,12
CCOC(=O)C1CCCN(C(=O)Nc2cccc(Cl)c2)C1 (centres undefined),10,-0.9,97,-1.8,24,11,0.41,-1.1,7
CCC(=O)Nc1c(C)cc(C)cc1Cl,-2,-1.3,80,0.00096,.,-5,-0.86,1.1,3
C=CCSc1nnc(Cc2cc(=O)[nH]c(=O)[nH]2)n1-c1cc(C)ccc1C,17,-0.7,90,-0.87,2,-11,0.2,-1.0,-11
CC(C)(C)n1nc2c(c1NC(=O)Cc1cccs1)CSC2,9,-0.1,83,-1.5,-18,0,1.9,-0.5,10
Cn1c(SCC(=O)OC2CCCCC2)nnc1-c1ccc2c(c1)OCO2,9,-1.2,100,-0.082,12,3,-0.95,-0.7,17
CCN1CC2=C(OC(N)=C(C#N)C2c2ccccc2)/C(=C\c2ccccc2)C1 (centres undefined),-7,-3.9,121,5.3,13,.,-1.2,0.6,.
O=C1Nc2ccccc2OC1CC(=O)N1CCOCC1 (centres undefined),1,0.3,80,0.49,-6,-2,0.37,0.3,-7
CCOC(=O)c1ccccc1NC(=O)COC,15,.,136,1.5,.,.,2.1,0.2,2
COc1ccc2nc(NC(=O)c3ccoc3C)sc2c1,-6,-0.7,97,-0.2,6,20,0.066,-0.9,-60
COc1ccccc1N1CCN(C(=O)c2oc3cc(C)c(C)cc3c2C)CC1,-8,1.0,77,0.62,-8,1,-0.035,-0.3,6
Cc1sc2ncn(CC(=O)NCc3ccccn3)c(=O)c2c1S(=O)(=O)N1CCOCC1,3,.,130,0.26,.,.,0.045,-0.3,6
CC(=O)Oc1c(Cl)c(N2CCOCC2)c(OC(C)=O)c2ccccc12,3,-1.1,78,1.7,.,1,-1.3,-0.5,-1
CC1CCCC(NC(=O)CN(C)S(=O)(=O)c2cccc3cccnc23)C1C (centres undefined),-12,0.2,123,0.032,-22,1,0.64,-0.7,15
Cc1cc(C(=O)CSc2nc3ccccc3[nH]2)c(C)n1C,12,-0.6,87,-0.031,-6,7,-0.032,-1.0,-25
CCC(C)NC(=O)CSc1nc2ccccc2c(=O)n1CCCC(=O)NCC1CCCO1 (centres undefined),5,.,103,0.035,.,.,-0.26,0.1,5
CC1CCc2c(C(=O)NCCCN3CCOCC3)csc2C1 (centres undefined),-2,-0.8,106,0.32,-10,2,0.77,-0.5,6

# Further records.
SMILES,5HT1E antag,S1P3 agonist,Her2 expr inh,M1 agonist,S1P1 ag-PAM,Jurkat tox 60K,M1 antagonist,HTR1E agonist,HEK293 NFkB inh
Cc1cc(N2CC34C=CC(O3)C(C(=O)O)C4C2=O)no1 (centres undefined),0,-0.7,99,0.69,0,-8,0.49,0.1,12
CCn1cc(Br)c(C(=O)NC(C)c2ccccc2)n1 (centres undefined),6,-0.3,90,1.5,.,0,0.38,0.8,7
CC1CCN(CCc2nc3cc(NC(=O)Nc4ccccc4)ccc3n2C)CC1,-5,0.6,79,-1.1,15,-5,-10*,5.7,-3
O=C(CSc1nnc(CNC(=O)c2cccs2)o1)c1ccc(Cl)cc1,6,.,85,1.1,.,.,-0.75,0.3,12
COc1cc2c(cc1OC)C(c1cccnc1)CC(=O)N2 (centres undefined),9,-0.5,.,2.1,6,-2,0.0042,-0.1,5
COC(=O)CSc1nc(N)nc(C)c1Br,-3,1.7,131,0.65,-2,.,0.049,0.5,.
Cc1ccc(CNn2cnnc2SCC(=O)NC(C)(C)C)cc1,0,-0.5,146,0.43,-7,-4,1.2,-0.4,14
CN(c1ccc(C(=O)NCCSC(C)(C)C)cc1)S(C)(=O)=O,4,-1.2,118,-0.065,-4,6,-0.31,-0.3,-4
O=C(CN1CCN(c2ccccc2F)CC1)Nc1ccccc1F,4,-1.0,112,-0.51,-20,6,-0.014,1.1,22
O=C(CCN1C(=O)c2ccccc2C1=O)Nc1ccc(-c2cn3ccsc3n2)cc1,1,0.0,84,-0.95,-38,-1,-0.88,-0.2,-1
CCn1ncc(Br)c1C(=O)Nc1nccs1,11,-0.1,150,-0.55,-12,3,-0.33,0.1,10
CCC1SC2=NCCN2C1(O)c1ccc(Cl)cc1 (centres undefined),7,-1.1,82,-0.0055,-1,7,-1.1,6.7,3
Cc1ccc(C(=O)C2CCN(CC(=O)Nc3ccc(N(C)C)cc3)CC2)cc1,4,-0.6,94,-0.33,9,-5,-0.044,12*,10
Cc1ccc(S(=O)(=O)NCC(=O)N2CCCCC2)cc1,2,-0.4,119,0.67,-26,-1,-0.4,1.4,-5
CCc1cc2c(NCCN3CCCCC3)ncnc2s1,1,.,79,0.5,.,.,-4.3*,1.3,14
CCOc1ccc(S(=O)(=O)N2CCN(c3ccccc3)CC2)c2cccnc12,10,-1.2,126,-1.1,8,0,0.45,-0.3,10
COc1ccc(/C=N\n2nnc3ccccc32)cc1,-3,0.1,73,0.012,29,2,-0.0036,0.5,-4
Cc1cccc2cc(CN(Cc3cccs3)Cc3nnnn3Cc3ccccc3)c(=O)[nH]c12,-7,0.7,97,0.18,16,2,0.024,1.5,19
COc1ccc(-n2ncc3c(N4CCc5ccccc54)ncnc32)cc1,-1,-0.2,69,-0.21,14,-5,-0.29,-0.1,-56
COCCn1c(SCC#N)nnc1-c1ccccc1,4,-1.4,72,-0.15,14,3,0.62,0.5,8
O=C1NC(Nc2nccs2)(C(F)(F)F)C(=O)N1CCc1ccccc1 (centres undefined),-3,-1.0,58,0.075,8,4,-0.25,-0.8,22
Cc1nn(CC(=O)N2CCN(Cc3ccccc3)CC2)c(=O)c2ccccc12,15,-1.3,113,-0.77,6,2,-0.019,-0.3,16
C=CCN1C(=O)C(O)(CC(=O)c2ccc(OC)cc2OC)c2cc(Br)ccc21 (centres undefined),3,-0.4,69,1.2,-18,-7,0.51,-0.6,-5
CCN(CC)C1=CC(=O)OC12CCCCC2,2,-0.8,84,-0.16,.,3,1.4,-0.2,9
COc1ccc(Cl)cc1NC(=O)CSc1nc(N2CCCCC2)nc(N2CCCCC2)n1,-5,-0.8,85,0.1,-7,1,0.44,0.3,-3

# For reference, part of the list above.
SMILES,5HT1E antag,S1P3 agonist,Her2 expr inh,M1 agonist,S1P1 ag-PAM,Jurkat tox 60K,M1 antagonist,HTR1E agonist,HEK293 NFkB inh
O=C(Nc1ccc(N2C(=O)C3C4C=CC(C4)C3C2=O)cc1)Nc1cccnc1 (centres undefined),-3,-0.7,87,-0.12,-21,-3,0.74,-1.3,16
CCCC(=O)N1CCN(C2=NS(=O)(=O)c3ccccc32)CC1,8,-1.3,102,0.91,14,3,0.25,-0.2,7

# Carrying on.
SMILES,5HT1E antag,S1P3 agonist,Her2 expr inh,M1 agonist,S1P1 ag-PAM,Jurkat tox 60K,M1 antagonist,HTR1E agonist,HEK293 NFkB inh
CCn1c(CNC(=O)C(C)(C)C)nc2ccccc21,-8,-0.6,87,0.0057,-14,1,-0.36,1.6,14
O=C(NCCc1ccccc1)C1CCN(S(=O)(=O)c2cccs2)CC1,0,-0.4,96,-0.24,9,0,-0.34,-0.2,-6
Cn1c(=O)c2[nH]c(NCC3CCCO3)nc2n(-c2ccccc2)c1=O (centres undefined),-5,-0.1,84,-0.45,-6,-11,0.58,1.2,-8
O=C(NC1CCCCC1)NC1(C(=O)N2CCN3CCCC3C2)CCCCC1 (centres undefined),-9,0.3,93,-0.025,-11,-3,-0.78,-0.3,9
NC(=O)c1cc2ccc(O)cc2oc1=NCc1ccccc1,-22,3.1,53,.,-153,-1,.,26*,25
Cc1ccc(Cl)cc1NS(=O)(=O)c1c(C)[nH]c(=O)[nH]c1=O,-8,0.5,77,0.72,-17,-14,0.29,-0.4,5
COc1cc(C(=O)n2nc(C)cc2C)cc(OC)c1OC,-13,-1.6,109,.,8,2,.,0.1,0
O=C1COc2ccc(C(=O)NCc3ccc4c(c3)OCO4)cc2N1,8,-0.8,82,0,-1,-4,-1.1,0.4,13
O=C(O)c1cc(-c2ccncc2)nc2ccc(F)cc12,0,-0.4,106,0.78,0,-2,-0.34,-0.4,21
CC(=O)NC1CC2CCCC(C1)N2CC(=O)N1CCCc2ccccc21 (centres undefined),-8,0.1,83,-0.26,-10,-7,-0.062,0.5,8
Nc1nc(Nc2cccc(F)c2)nc2ccccc12,-4,.,.,-1,.,.,-0.71,0.3,-12
CC1CCN(c2[nH]c(=S)c(C#N)c3c2CCCC3)CC1,-1,9.8,137,-2,-14,.,-0.001,-0.3,.
O=c1cc(-c2ccccc2)c2c([nH]1)CCCC2,-1,-1.0,94,0.81,-3,8,0.51,0.0,21
Cc1ccc(S(=O)(=O)Nc2nc3ccc(S(C)(=O)=O)cc3s2)cc1,-10,0.3,129,0.63,-8,-4,0.37,0.0,21
COCCOC(=O)C1=C(C)NC2=C(C(=O)CCC2)C1c1cc2c(cc1Br)OCO2 (centres undefined),9,0.5,128,0.18,-18,0,0.39,-0.1,14
C=CCOc1ccccc1CNCc1cccnc1,1,-0.2,99,0.58,-19,-10,-0.071,-1.3,11
CCOc1ccccc1C1N(c2ccc(F)cc2)C(=O)C2CCCN21 (centres undefined),2,-0.3,88,0.0064,5,3,-0.14,0.5,12

# Screening results deposited in PubChem by several laboratories.

# An unsorted share of the library. Share with any hit: about 9.2%.
